Screens from PubChem BioAssay.
HCV core dimer: inhibitors of HCV core protein dimerization, primary screen, biochemical, TR-FRET, high-throughput; AID 1899, 2009; TR-FRET GST/Flag-core106 dimerization, 1536-well; inhibition, % at 5 µM; 300,000 tested, 0.33% active;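 active means inhibition above the mean of all tested compounds plus 3 SD, set per screening campaign, cut at about 45% in these data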
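Assay system: tagged HCV core106 pair (GST and Flag); medium: KF-containing HEPES buffer, pH 7.45, DTT, CHAPS, BSA; also added: Eu donor and XL665 acceptor anti-tag antibodies; dosing: 5 µM single dose; timing: compound-protein-antibody incubation 4 h at 22.5 °C; signal: TR-FRET 671 and 617 nm emission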
GASC-1 inh: inhibitors of GASC-1 histone demethylase, primary screen, biochemical, fluorescence, DELFIA europium; AID 2099, 2009; 330,000 tested, 0.069% active; inhibition, % at 2.35 µM; GST-JMJD2C(1-420) H3K9me3 demethylation;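 active means more than half of a compound's replicate wells show inhibition beyond 50%, single wells judged on their own value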;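 further: signal counts dimethyl H3K9 product captured on neutravidin plate; 0% = median of DMSO wells and 100% = 0.3 times that DMSO median; strong numbers were not always called active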
Target sequence (Q9H3R0 1-420 limits assumed): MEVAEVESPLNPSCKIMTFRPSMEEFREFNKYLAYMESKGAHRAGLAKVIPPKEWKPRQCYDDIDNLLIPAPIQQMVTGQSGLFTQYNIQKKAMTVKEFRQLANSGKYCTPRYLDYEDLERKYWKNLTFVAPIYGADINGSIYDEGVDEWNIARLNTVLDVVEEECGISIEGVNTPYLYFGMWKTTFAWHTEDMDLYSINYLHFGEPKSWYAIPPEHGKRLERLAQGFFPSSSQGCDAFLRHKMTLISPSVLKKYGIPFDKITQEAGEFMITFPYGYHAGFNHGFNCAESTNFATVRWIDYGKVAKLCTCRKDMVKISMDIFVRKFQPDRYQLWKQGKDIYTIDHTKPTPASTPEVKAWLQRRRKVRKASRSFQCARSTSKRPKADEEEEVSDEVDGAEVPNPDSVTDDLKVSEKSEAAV
PP5 inh: PP5 phosphatase inhibitors, primary screen, biochemical, fluorescence; Serine/threonine-protein phosphatase 5 (Homo sapiens), P53041; purified PP5c, OMFP substrate fluorescence; inhibition, % at 6.7 µM; 320,000 tested, 0.18% active;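 active means inhibition above the campaign's mean inhibition across all tested compounds plus 3 SD, cut at about 9.5% in these data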;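 further: 0% = DMSO only and 100% = 100 µM cantharidin control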
PP1 counter: PP1-alpha phosphatase inhibitors, primary screen, counter-screen for PP5 inhibitor project, biochemical, fluorescence, OMFP substrate, single point; Serine/threonine-protein phosphatase PP1-alpha catalytic subunit (Homo sapiens), P62136; purified PP1alpha; inhibition, % at 6.7 µM; 320,000 tested, 0.9% active;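 active means inhibition above the mean inhibition of all tested compounds plus 3 SD, computed separately for each screening campaign, cut at about 15% in these data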
Target sequence (P62136 whole entry, looked up): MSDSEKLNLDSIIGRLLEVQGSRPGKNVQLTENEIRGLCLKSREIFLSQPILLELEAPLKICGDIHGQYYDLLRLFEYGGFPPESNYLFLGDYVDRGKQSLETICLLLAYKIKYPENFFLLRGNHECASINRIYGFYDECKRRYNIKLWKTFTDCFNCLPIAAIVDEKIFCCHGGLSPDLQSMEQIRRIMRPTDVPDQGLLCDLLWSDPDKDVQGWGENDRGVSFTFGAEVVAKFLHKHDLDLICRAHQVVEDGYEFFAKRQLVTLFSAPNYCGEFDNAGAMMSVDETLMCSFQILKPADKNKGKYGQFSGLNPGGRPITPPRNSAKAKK
TPT1 inh: Candida albicans TPT1 enzyme inhibitors, primary screen, biochemical, fluorescence polarization; recombinant caTPT1, FP RNA substrate dephosphorylation; tRNA 2'-phosphotransferase TPT1 (Candida albicans SC5314); 300,000 tested, 0.81% active; AID 1962, 2009; inhibition, % at 5 µM;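 active means inhibition above the mean of all tested compounds plus 3 SD, set per screening campaign, cut at about 24% in these data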;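 further: plate controls were DMSO alone for no effect and ferristatin control at 100 nM for full effect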
procasp3 activ: activators of human procaspase-3 D3A mutant, primary screen, biochemical, absorbance, PC-3 D3A mutant, single concentration; recombinant procaspase-3 D3A, Ac-DEVD-pNA absorbance 405 nm; activation, % at 8.5 µM; 330,000 tested, 0.11% active;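 active means activation above the mean of all tested compounds plus 3 SD, cut at about 21% in these data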;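 further: 0% = DMSO alone and 100% = DMSO wells spiked with extra 5 µM PC-3 D3A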
Target sequence (P42574 whole entry D9A/D28A/D175A): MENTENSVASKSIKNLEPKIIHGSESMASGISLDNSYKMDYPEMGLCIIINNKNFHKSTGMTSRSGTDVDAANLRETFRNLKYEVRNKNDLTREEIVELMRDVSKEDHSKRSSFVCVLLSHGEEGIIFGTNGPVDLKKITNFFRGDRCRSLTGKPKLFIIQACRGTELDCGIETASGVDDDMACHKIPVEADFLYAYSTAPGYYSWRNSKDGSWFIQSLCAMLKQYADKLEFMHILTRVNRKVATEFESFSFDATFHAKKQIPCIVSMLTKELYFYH
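Compound: 8.5 µM single point, 0.8% DMSO / Material: Autoprocessing-dead procaspase-3 D3A mutant enzyme / Timing: 1 h preincubation plus 2 h reaction at 25 °C / Medium: Zinc-free HEPES/NaCl buffer with 0.01% Triton X-100 at pH 7.4 / Technique: 405 nm absorbance of p-nitroaniline, reads at 0 and 120 min / Repeats: one well per compound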
Efflux pump mplx: inhibitors of Candida efflux pumps in yeast, primary screen, S. cerevisiae, Nile Red, multiplex | S. cerevisiae Candida pump triplex | inhibition, % at 10 µM | 330,000 tested, 0.44% active;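 active means plate passing quality check with inhibition over a set limit, or well fluorescence over plate mean plus 4 SD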;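 further: Nile Red retained in pooled yeast measured as flow cytometry median fluorescence; 0% = buffer negative control and 100% = Enniatin B positive control; higher means more Nile Red kept so more efflux inhibition; some compounds called inactive have numbers as strong as hits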
CTSL1 counter: Fasciola hepatica cathepsin L1 inhibitors, primary screen, counter-screen for PFM18AAP inhibitor project, biochemical, QFRET, fluorogenic peptide substrate. recombinant F. hepatica cathepsin L1, Z-Leu-Arg-MCA fluorescence. inhibition, % at 5.96 µM. 300,000 tested, 0.49% active;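 active means inhibition above the mean of all tested compounds plus 3 SD, set per screening campaign, cut at about 17% in these data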;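 further: 0% = plate median of test compound wells and 100% = 1 µM Z-Phe-Ala-diazomethylketone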
proCasp7 act: procaspase-7 activators, primary screen, counter-screen for procaspase-3 activator project, biochemical, absorbance, HTS, human. Caspase-7 (Homo sapiens), P55210. recombinant procaspase-7, Ac-DEVD-pNA absorbance 405 nm; D23A/D198A/D206A triple mutant, cannot self-cleave; scale: DMSO 0, 5 µM enzyme 100. activation, % at 8.5 µM. 330,000 tested, 0.093% active;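 active means percent activation above the screen-wide mean plus 3 SD, cut at about 25% in these data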
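System: Uncleavable procaspase-7 mutant enzyme; Amount: 2 µM procaspase-7 mutant as dispensed; Schedule: 1 h compound preincubation, 2 h substrate cleavage, 25 °C; Measured by: 405 nm absorbance of p-nitroaniline; Evaluation: percent activation from buffer-corrected 0–120 min absorbance change; Control set: low DMSO alone, high DMSO plus 5 µM PC-7.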
Numbers without * were called inactive; . = no result given; & = joins results of further samples.

1: COc1cc(/C=C/c2cccc[n+]2C)ccc1OCC(=O)Nc1ccccc1C
2: Cc1nc(SCC(=O)Nc2ccc(OCc3ccccc3)cc2)n[nH]1
3: CCCOc1ccc(N2C(=O)CC(N(Cc3ccc(S(N)(=O)=O)cc3)C(=O)CC)C2=O)cc1 (stereo unspecified)
4: CC(=O)c1cccc(-n2c(CCC(=O)O)ccc2-c2cccs2)c1
5: Cc1cc(NC(=O)CSc2nc3c(sc4ccccc43)c(=O)n2CCc2ccccc2)n[nH]1
Compound	1	2	3	4	5
HCV core dimer	-3	0	-2	3	9
GASC-1 inh	-4	-3	4&-5	-11	-19
PP5 inh	-0.1	1.8	2.8	0.6	-0.8
PP1 counter	0	-2	-1	0	2
TPT1 inh	0	-2	1	7	2
procasp3 activ	10	2	4	-25	4
Efflux pump mplx	0.1	0.4	0.1	0.2	0.1
CTSL1 counter	-2	0	-2	5	4
proCasp7 act	-5	11	1	-37	12

In another format: entries from further up.
cpd	SMILES	HCV core dimer	GASC-1 inh	PP5 inh	PP1 counter	TPT1 inh	procasp3 activ	Efflux pump mplx	CTSL1 counter	proCasp7 act
2	Cc1nc(SCC(=O)Nc2ccc(OCc3ccccc3)cc2)n[nH]1	0	-3	1.8	-2	-2	2	0.4	0	11
3	CCCOc1ccc(N2C(=O)CC(N(Cc3ccc(S(N)(=O)=O)cc3)C(=O)CC)C2=O)cc1 (stereo unspecified)	-2	4&-5	2.8	-1	1	4	0.1	-2	1
4	CC(=O)c1cccc(-n2c(CCC(=O)O)ccc2-c2cccs2)c1	3	-11	0.6	0	7	-25	0.2	5	-37

(listing goes on)
6: C/C(=N\NC(=S)NCc1ccccc1)c1ccc2ccccc2c1
7: Cc1c(NC(=O)CNCc2ccc3c(c2)OCO3)c(=O)n(-c2ccccc2)n1C
8: O=C(O)CC1C(=O)OCN1C(=O)OCc1ccccc1 (stereo unspecified)
9: CCOC(=O)c1cnc2c(c(C)nn2C)c1Oc1ccc(Cl)cc1
10: CC1(c2ccc(OC(F)F)cc2)NC(=O)N(CC(=O)NC2CCCC2)C1=O (stereo unspecified)
Compound	6	7	8	9	10
HCV core dimer	-2	-5	-3	-1	.
GASC-1 inh	-1	0	1	7	6
PP5 inh	2.9	-0.8	0.3	7.0	1.9
PP1 counter	3	3	3	-6	3
TPT1 inh	0	-3	-2	-2	.
procasp3 activ	-9	5	-3	-10	6
Efflux pump mplx	0.2	-0.1	0.0	0.3	0.0
CTSL1 counter	-1	0	0	2	.
proCasp7 act	2	-2	7	-1	-6

11: CCOC(=O)C(NCc1ccccc1OC)(NC(=O)CC)C(F)(F)F (stereo unspecified)
12: Cc1nnc(N2C(=O)c3cccc4cccc(c34)C2=O)s1
13: CC1=C(C)CC(C(=O)c2ccccc2)C(C(=O)O)C1 (stereo unspecified)
14: COc1cc(C(C#N)N2CCC(c3ccccc3)=N2)ccc1O (stereo unspecified)
15: CN(C)c1ccc(P(=O)(OCc2ccccc2)C(O)c2ccccc2F)cc1 (stereo unspecified)
Compound	11	12	13	14	15
HCV core dimer	3	1	-3	-2	0
GASC-1 inh	-1	-2	-6	14	1
PP5 inh	-2.5	-2.0	0.5	3.7	2.8
PP1 counter	-6	0	3	3	1
TPT1 inh	-2	-4	0	0	-2
procasp3 activ	9	3	2	-5	-4
Efflux pump mplx	-0.1	-0.1	-0.1	0.3	-0.1
CTSL1 counter	-1	-1	-5	3	1
proCasp7 act	13	10	-5	-14	2

16: CCc1n[nH]c(=S)n1/N=C/c1ccc(N(CC)CC)cc1
17: NNC(=O)c1nc(-c2cccc(-n3cccc3)c2)no1
18: COc1ccc(-c2cc(=O)oc3c(C)c(OC(C)C(=O)Nc4ccc(CN5CCOCC5)cc4)ccc23)cc1 (stereo unspecified)
19: Cc1ccc2c(c1)N(C(=O)CCC(=O)NCCCN1CCC(Cc3ccccc3)CC1)CCO2
20: O=C(NCCc1ccc(Cl)cc1)C1CCN(c2cnccn2)CC1
Compound	16	17	18	19	20
HCV core dimer	1	0	10	-4	1
GASC-1 inh	-7	6	-7	-15	-1
PP5 inh	-0.6	-1.6	4.6	-1.8	-1.6
PP1 counter	-2	1	13	-4	-2
TPT1 inh	2	-1	2	-3	1
procasp3 activ	-11	-3	13	-2	8
Efflux pump mplx	0.9	0.1	0.3	-0.2	-0.1
CTSL1 counter	4	4	6	-2	0
proCasp7 act	-21	4	-6	-5	4

21: CC1(C)CC(=O)C(N=Nc2ccc(-c3ccccc3)cc2)=C(O)C1
22: O=C(c1cc2ccccc2[nH]1)N1CCOCC1
23: CCCC(=O)Nc1ccccc1Sc1ncnc2scc(-c3ccccc3)c12
24: Cc1ccc(C)c(NC(=O)CCN2CC(C)OC(C)C2)c1 (stereo unspecified)
25: C/C(=N\NC(=O)c1nnn(-c2nonc2N)c1C(C)C)c1cc(C)sc1C
Compound	21	22	23	24	25
HCV core dimer	2	0	1	-9	1
GASC-1 inh	-5	8	-1	-3	7
PP5 inh	-2.5	1.5	3.1	-1.4	1.0
PP1 counter	-2	0	2	-2	-2
TPT1 inh	8	4	1	1	-2
procasp3 activ	-18	1	8	-2	4
Efflux pump mplx	-0.1	0.6	0.0	-0.1	-0.1
CTSL1 counter	-1	-5	-1	5	2
proCasp7 act	5	-4	-12	15	-4

26: S=C(NCc1ccccc1)NN1CCOCC1
27: CCc1ccc(C(=O)C(C)OC(=O)Cc2n[nH]c(=O)c3ccccc23)cc1 (stereo unspecified)
28: CSc1nnc2c(n1)OC(c1ccsc1)N(C(C)=O)c1ccccc1-2 (stereo unspecified)
29: Clc1ccccc1Cc1noc(CN2CCSCC2)n1
30: S=C(NNC(=S)Nc1ccccc1)Nc1ccccc1
Compound	26	27	28	29	30
HCV core dimer	1	4	2	-5	-9
GASC-1 inh	-1	23	-12	0	-22
PP5 inh	0.3	-0.2	-1.6	3.0	2.5
PP1 counter	-7	-2	1	0	-2
TPT1 inh	-1	-2	-4	0	-2
procasp3 activ	1	5	4	-3	-7
Efflux pump mplx	0.0	0.0	0.0	0.1	-0.2
CTSL1 counter	-1	1	1	-5	1
proCasp7 act	7	-2	2	-6	-1

31: CCC(=O)N(CCC1(c2ccccc2OC)CCOC(C(C)C)C1)Cc1ccco1 (stereo unspecified)
32: O=C(Nc1c(C(=O)O)[nH]c2ccccc12)NC1CCCCC1
33: CN(c1ccccc1)S(=O)(=O)c1ccc(C(=O)N2CCN(c3ccccc3F)CC2)cc1
34: CCC[C@@H]1CCCO[C@@](C(=O)NCCN2CCOCC2)(C(F)(F)F)C1
35: COCCn1c(SCC(=O)NC2CC2)nnc1-c1ccc(Cl)cc1
Compound	31	32	33	34	35
HCV core dimer	7	-8	.	-1	.
GASC-1 inh	.	-6	8	-7	10
PP5 inh	0.5	3.4	.	0.5	2.1
PP1 counter	-1	-1	.	-3	-3
TPT1 inh	2	2	.	-5	.
procasp3 activ	-4	-2	-6	7	-4
Efflux pump mplx	0.3	0.0	0.0	0.0	0.0
CTSL1 counter	0	2	.	0	.
proCasp7 act	2	-4	-5	-8	6

Values by screen from the list.
PP5 inh for entries 13 to 16: 0.5, 3.7, 2.8, -0.6

The results go on.
36: CC(=O)c1c(C)[nH]c(C(=O)OCc2ccccc2)c1C
37: Cc1cc(C)cc(NC(=O)CSc2nc3[nH]ncc3c(=O)[nH]2)c1
38: COc1ccc(N(C(=O)c2ccccc2C)S(=O)(=O)c2cccs2)cc1
39: Cc1ccc(NC(=O)CN(C)S(=O)(=O)c2cnc[nH]2)cc1C
40: C=CCn1c(SCC(=O)Nc2ccc3c(c2)OCO3)nnc1-c1ccccc1O
Compound	36	37	38	39	40
HCV core dimer	-1	-4	-9	-4	0
GASC-1 inh	-11	6	-3	1	7
PP5 inh	-0.8	2.3	3.4	-0.8	2.9
PP1 counter	-1	2	7	0	-2
TPT1 inh	0	0	-1	-3	-1
procasp3 activ	1	-2	3	11	-1
Efflux pump mplx	0.0	0.3	0.1	-0.1	0.1
CTSL1 counter	6	-4	-1	0	-7
proCasp7 act	-9	0	5	1	-1

41: COC(=O)Cc1[nH]nc2c1C(C1C=CCCC1)C(C#N)=C(N)O2 (stereo unspecified)
42: C/C(=N\NC(=O)c1c(C)nc2ccccn12)c1ccc(O)cc1O
43: c1ccc2sc(C3CCN(Cc4nnnn4Cc4ccc5c(c4)OCO5)CC3)nc2c1
44: CC1(C)N=C(C(=O)c2ccccc2)N(O)C1(C)O (stereo unspecified)
45: c1ccc(N(c2ccccc2)c2nc(-n3ccnc3)nc(-n3ccnc3)n2)cc1
46: C=CCSC(CC)(CC)C(N)=O
47: CCC(C)(C)NC(=O)C(c1cccc(OC)c1OC)N(CCOC)C(=O)CCC(=O)Nc1cc(C)on1 (stereo unspecified)
Compound	41	42	43	44	45	46	47
HCV core dimer	2	-16	8	3	12	-4	-2
GASC-1 inh	-2	-1	5	7	9	1	10
PP5 inh	1.8	0.1	3.9	1.5	1.2	-0.5	0.8
PP1 counter	1	-4	-1	-6	50*	-1	-3
TPT1 inh	3	35*	-4	2	-1	-2	0
procasp3 activ	3	0	-7	-4	-1	3	-3
Efflux pump mplx	-0.1	0.1	-0.1	-0.1	0.0	-0.1	0.1
CTSL1 counter	4	7	0	-4	-4	-5	2
proCasp7 act	-4	-7	-4	5	12	-1	-3
